High-throughput results (PubChem BioAssay)
S3 lipid droplet: qHTS Assay for Lipid Storage Modulators in Drosophila S3 Cells | lipid storage change, negative = inhibition, % at the top dose, mostly 46.1 µM; hits show Potency in µM | Drosophila S3 cells, BODIPY lipid droplet fluorescence, 18-24 h; cells fed with added oleic acid | hit rate 0.64% among 320,000; active means well fitted inhibition curve with a large enough effect in the signal ratio, with a control signal flat, not every such curve was filed as active; inconclusive means small, poorly fitted or top-dose-only effect, or effect the other way, or a change in a side signal; the % refers to the signal ratio
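Laser-scanning cytometry quantifies lipid droplet accumulation (500–530 nm total intensity; droplet/cell object ratio) in oleic acid-fed (400 uM added) Drosophila S3 cells treated with a concentration series. 20 uM Triacsin C defined 100% inhibition.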
S3 lipid droplet cell count max: further read-out of S3 lipid droplet, marked with its call; cell number change, %; measured here: cell count max response;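 cells counted by Cell Tracker Red CMTPX staining in the red channel; peak over a dose series mostly up to 46.1 µM; percent activity relative to internal control wells on each plate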
An asterisk follows results filed as active; i = inactive; u = inconclusive; x = no result given. On the % scale 0 is the no-effect control and ±100 the full control effect; potency means the concentration at half of the fitted maximal effect. Not all compounds are listed. The share of hits here may be higher or lower than overall.

S3 lipid droplet	S3 lipid droplet cell count max	molecule
-7%	-12	O=C(OCCCN=C1NS(=O)(=O)c2ccccc21)C1CC(=O)N(c2ccc(Cl)cc2)C1 (stereo not drawn)
2%	-24	COCc1cc(C)c(C#N)c(=S)[nH]1
i	-27	CCCNC(=O)OCCC12CC3CC(CC(C3)C1)C2
u	x	Cn1c(CC(=O)c2ccc(Br)cc2)[n+](C)c2ccccc21
9%	-5	Cn1c(N/N=C2\CCCc3ccccc32)nc2c1c(=O)n(Cc1ccccc1)c(=O)n2C
u	x	O=C(NCCS(=O)(=O)N1CCN(c2ccccc2F)CC1)c1ccc(Br)o1
u	x	CCOC(=O)CSc1nnc(-c2nnc(SCC(=O)OCC)n2CC)n1CC
u	x	COc1ccc(CC(=O)Nc2sc3c(c2C(N)=O)CCCC3)cc1OC
-28%	27	CCCCOc1ccc(C(=O)Nc2ccc3c(c2)C(=O)NC3=O)cc1
11%	13	Cc1cc(C)n2c(Br)c(CSc3nc4ccccc4s3)nc2n1
6%	8	Cc1cc(C)n2nc(-c3cnn(C)c3C(F)(F)F)cc2n1
u	x	Cc1ccc(NC(=S)NN2CCN(C)CC2)cc1
16%	-7	COc1ccc(CNC(=O)c2ccc(NC(=O)C3=CSCCO3)cc2)cc1
u	x	O=C(NCC(c1ccco1)N1CCc2ccccc2C1)c1c(F)cccc1F (stereo not drawn)
u	x	COc1cccc(N(CC(=O)NC2CCCCC2)C(=O)Cn2nnc(-c3ccc(C)o3)n2)c1
14%	-1	Cc1ccc(CNC(=O)COC(=O)c2ccc(S(=O)(=O)NCc3ccco3)cc2)cc1
0%	-19	O=C(Oc1ccc(C(=S)N2CCOCC2)cc1)c1ccc(Br)cc1
-16%	-13	COC(=O)c1ccc(-c2noc(CN(C)Cc3ccncc3C)n2)cc1
u	x	CCOc1ncccc1C(=O)OCc1cc(=O)oc2c(C)c(C)ccc12
18%	-6	Cc1ccc(C(=O)NCCSc2ccccc2)cc1S(=O)(=O)Nc1ccccc1

Random excerpt: 2 compounds from above, in no set order.
S3 lipid droplet	S3 lipid droplet cell count max	molecule
14%	-1	Cc1ccc(CNC(=O)COC(=O)c2ccc(S(=O)(=O)NCc3ccco3)cc2)cc1
u	x	O=C(NCCS(=O)(=O)N1CCN(c2ccccc2F)CC1)c1ccc(Br)o1

Remaining list, next part.
S3 lipid droplet	S3 lipid droplet cell count max	molecule
22%	x	O=c1nc(SCc2c(F)cccc2Cl)nc(-c2ccc(Cl)cc2)[nH]1
u	x	Cc1ccc(S(=O)(=O)N2CCN(C(=O)c3ccc(S(=O)(=O)N4CCCC4)cc3)CC2)cc1
u	x	O=C(CSc1nc2ccccc2s1)Nc1ccc2c(c1)OCO2
u	x	O=C(COC(=O)c1cnccn1)c1ccc(-c2ccccc2)cc1
1%	-2	COc1cc(OC)c2c(c1O)OC(c1ccccc1)CC2=O (stereo not drawn)
3%	3	Cc1nc(N2CCCCC2)sc1C(=O)c1ccc(SCCO)c([N+](=O)[O-])c1
0%	-24	COc1ccc(-n2c(C(C)n3nc(C)c([N+](=O)[O-])c3C)n[nH]c2=S)cc1 (stereo not drawn)
u	x	CCOC(=O)c1c(C)[nH]c(C(=O)N/N=C/c2ccc(Br)cc2)c1C
u	x	CCc1cc(C(=O)N/N=C/c2ccc(O)cc2O)c2ccccc2n1
i	-14	CC(=O)Nc1ccc(SCCN2CC[C@@H](C)CCC2=O)cc1
u	x	[O-][N+]1=C2CCC/C(=N\O)C2=NC12CCCCC2
-22%	1	CC(=O)Nc1ccc(S(=O)(=O)Nc2nnc(CC(C)(C)C)s2)cc1
14%	8	CC(c1ccc(F)cc1)n1cc(C(=O)NCCN(C)C)nn1 (stereo not drawn)
0%	-6	CCN1CCN(c2oc(-c3ccc([N+](=O)[O-])cc3)nc2C#N)CC1
u	x	COc1ccc(Cl)cc1NC(=O)CSc1nnc(C)c(=O)n1N
u	x	Cc1cccc(NC(=O)CN(c2ccc(C(C)C)cc2)S(=O)(=O)c2c(C)nn(C)c2C)n1
9%	-10	NC(=O)c1cccc2c3c([nH]c12)CCCC3
u	x	COc1ccc(CC(=O)NCCc2ccc(OC)c(OC)c2)cc1
u	x	O=C(N/C(=C\c1ccc(Br)cc1)C(=O)N1CCCC1)c1ccccc1F
u	x	CCOC(=O)c1cnn(-c2ccccc2)c1-n1cccc1C(=O)C(=O)Nc1ccccc1

16 of the compounds above, with bars between the fields.
compound | S3 lipid droplet | S3 lipid droplet cell count max
O=c1nc(SCc2c(F)cccc2Cl)nc(-c2ccc(Cl)cc2)[nH]1 | 22% | x
Cc1ccc(S(=O)(=O)N2CCN(C(=O)c3ccc(S(=O)(=O)N4CCCC4)cc3)CC2)cc1 | u | x
O=C(CSc1nc2ccccc2s1)Nc1ccc2c(c1)OCO2 | u | x
O=C(COC(=O)c1cnccn1)c1ccc(-c2ccccc2)cc1 | u | x
COc1cc(OC)c2c(c1O)OC(c1ccccc1)CC2=O (stereo not drawn) | 1% | -2
Cc1nc(N2CCCCC2)sc1C(=O)c1ccc(SCCO)c([N+](=O)[O-])c1 | 3% | 3
COc1ccc(-n2c(C(C)n3nc(C)c([N+](=O)[O-])c3C)n[nH]c2=S)cc1 (stereo not drawn) | 0% | -24
CCOC(=O)c1c(C)[nH]c(C(=O)N/N=C/c2ccc(Br)cc2)c1C | u | x
CCc1cc(C(=O)N/N=C/c2ccc(O)cc2O)c2ccccc2n1 | u | x
CC(=O)Nc1ccc(SCCN2CC[C@@H](C)CCC2=O)cc1 | i | -14
[O-][N+]1=C2CCC/C(=N\O)C2=NC12CCCCC2 | u | x
CC(=O)Nc1ccc(S(=O)(=O)Nc2nnc(CC(C)(C)C)s2)cc1 | -22% | 1
CC(c1ccc(F)cc1)n1cc(C(=O)NCCN(C)C)nn1 (stereo not drawn) | 14% | 8
CCN1CCN(c2oc(-c3ccc([N+](=O)[O-])cc3)nc2C#N)CC1 | 0% | -6
COc1ccc(Cl)cc1NC(=O)CSc1nnc(C)c(=O)n1N | u | x
Cc1cccc(NC(=O)CN(c2ccc(C(C)C)cc2)S(=O)(=O)c2c(C)nn(C)c2C)n1 | u | x

(further entries)
S3 lipid droplet	S3 lipid droplet cell count max	molecule
u	x	CC(C)CCOc1cccc(OCC(=O)Nc2ccncc2)c1
-1%	-16	N#Cc1ccccc1COc1cccc2c1CCCC2O (stereo not drawn)
u	x	COC(=O)[C@@H]1[C@@H](C#N)C2(c3ccccc3-c3ccccc32)N(c2ccc(Cl)cc2)N1C#N
u	x	O=C(CN1C(=O)C2C3C=CC(C3)C2C1=O)NC1CCCc2ccccc21 (stereo not drawn)
2%	-18	CC(C)(C)OC(=O)N1CCN(C(=O)Nc2ccc3c(c2)OCCO3)CC1
-10%	-1	COC(=O)C1=C(C(=O)OC)[C@@H]2N(C)c3ccccc3[C@@]23C[C@@H](C(=O)OC)N(C(=O)c2cccs2)C3=N1
0%	-5	CC(C)COc1cccc(C(=O)NC(=S)NCc2cccnc2)c1
u	x	COC(=O)c1c(-c2ccc(Br)cc2)noc1N
23µM*	17*	CCC(C)C(=O)Nc1ccc(OC)cc1OC (stereo not drawn)
-4%	21	Cc1cc(NC(=O)CN2C(=O)[C@@H]3[C@H](C2=O)[C@@H]2C[C@H]3C(Br)C2Br)no1 (stereo partly drawn)
11%	0	C=CCN=Cc1sc2ccc(OCC)cc2c1O
-8%	-4	C[C@@H](O)CC#Cc1ccc2oc(=O)c(-n3cc(-c4ccsc4)nn3)cc2c1
u	x	CCC(=O)N1N=C(c2ccc(C)o2)CC1c1ccc(N(C)C)cc1 (stereo not drawn)
-8%	11	CC1(C)CC(=O)C=C(Nc2ccccc2)C1
i	-19	Cc1cccc(-c2oc3ccccc3c2C#CCCCCO)c1
u	x	CCOC(=O)C1(Cc2cccc(OC)c2)CCN(C/C=C/c2ccccc2)CC1
u	x	Cc1ccc(NC(=O)C(c2ccccc2)N2CCN(CC(=O)NC3CC3)CC2)cc1Cl (stereo not drawn)
u	x	Cc1ccccc1OC1CCN(C(=O)c2cc(COc3ccccc3)on2)CC1
u	x	Cc1nnc(SCCn2c(N3CCCCC3)nc3c2c(=O)[nH]c(=O)n3C)s1
6%	5	COCCCNC(=O)CSc1nc2sc(C(=O)OC)c(C)c2c(=O)n1N
u	x	CCC(CC)C(=O)c1c[nH]c(C(=O)O)c1
u	x	CCC(C)OC(=O)C(C)Oc1ccc(-c2ccccc2)cc1 (stereo not drawn)
26%	-1	COc1ccc2nc(NC(=O)c3ccc(-n4nc(C)cc4C)cc3)sc2c1
u	x	CC1(C)CC(=O)C2=C(C1)Nc1ccccc1NC2c1cc(Cl)ccc1O (stereo not drawn)
u	x	CCOC(=O)C1CCN(C(=O)COC(=O)c2cc([N+](=O)[O-])ccc2N2CCOCC2)CC1
-12%	25	CCCN(CCC)CCCNC(=O)Cn1cnc2sc(C)c(S(=O)(=O)N3CCOCC3)c2c1=O
7%	3	CCC1CN(C(=O)Nc2ccc(C)cc2)c2cc(C)ccc2O1 (stereo not drawn)
1%	0	CC1(C)S[C@@H]2[C@H](NC(=O)C(C(=O)O)c3ccccc3)C(=O)N2[C@H]1C(=O)O (stereo partly drawn)
10%	-8	CCCCn1c(SCC(=O)N2c3ccccc3CCc3ccccc32)nc2c1c(=O)n(C)c(=O)n2C
u	x	O=C(Nc1ccc(NS(=O)(=O)c2ccccc2)cc1)c1ccccc1
-3%	-2	Cc1ccccc1CC1(CO)CCCN(C(=O)c2ccccc2Cl)C1 (stereo not drawn)
i	3	CC(=O)CSc1nnc(CSc2ncccn2)n1C1CCCCC1
4%	19	CCC(C)(C)NC(=O)CN(C(=O)c1ccc(N2CCCC2)nc1)c1ccc(F)cc1
21%	5	Cc1cccc(N(C)S(=O)(=O)c2ccc3[nH]cc(C(=O)N4CCOCC4)c(=O)c3c2)c1
106%	7	Cc1ccc(Cn2c(CCCO)nc3ccccc32)cc1
u	x	CC(=O)c1ccc(N2CCN(C(=O)c3ccc(NC4=NC5CS(=O)(=O)CC5S4)cc3)CC2)cc1 (stereo not drawn)
u	x	CC(CN1C(C)CCCC1C)OC(=O)c1cccc(F)c1 (stereo not drawn)
u	x	CN1CCN(c2ccc(NC(=O)c3ccc(-c4ccc(Br)cc4)o3)cc2)CC1
u	x	C/C(=N\O)C(=O)NCCN1CCCCC1
4%	1	CSc1nncn1/N=C/c1ccc2c(c1)OCO2
u	x	COc1ccc2[nH]c(=O)c(CN(Cc3ccc4c(c3)OCO4)C(C)=O)cc2c1
u	x	O=C(NC1CCN(C(=O)c2cccs2)CC1)c1ccccc1
u	x	CCOC(=O)N1CCN(C(=S)Nc2ccccc2C)CC1
-12%	-8	Cc1ccc(N(C)S(=O)(=O)c2nnc(NC(=O)c3ccco3)s2)cc1
u	x	Cc1ccc(NC(=O)Cn2ccsc2=N)c([N+](=O)[O-])c1
2%	-3	N#Cc1ccc(C23CC4(C2)[C@H](CN(CC2CCCCC2)[C@@H]4c2ccccc2)C3c2ccc(C(F)(F)F)cc2)cc1 (stereo partly drawn)
6%	x	CC1CCN(c2ccc(C(=O)O)cc2NS(=O)(=O)c2ccc(Br)cc2)CC1
u	x	COc1ccc(OCCC(=O)OCC(=O)Nc2cccc(S(=O)(=O)N3CCOCC3)c2)cc1
u	x	O=C(O)CC1(CC(=O)N2CCOCC2)CCCC1
u	x	O=S(=O)(NCc1cn2ccccc2n1)c1ccccc1F
u	x	O=C(NCC1CCCO1)c1nnc(Cc2ccc(F)cc2)o1 (stereo not drawn)
8%	19	CC1=CC(C)(C)NC(=S)N1c1cccc2cc(S(=O)(=O)O)ccc12
u	x	Cc1cccc(OCC(=O)Nc2nnc(S(=O)(=O)N3CCCCCC3)s2)c1
u	x	Cc1ccc(S(=O)(=O)N2CCCCC2)cc1NC(=O)c1ccc(Cl)nc1
u	x	Cc1cccc(C)c1NC(=O)N1CC=CCC1
-6%	-3	COc1ccc(/C=N/NC(=O)c2c(C)nc3ccc(Cl)cn23)cc1OC
u	x	O=C(CSc1nc(O)c(Cc2ccccc2)c(=O)[nH]1)Nc1nc2c(s1)CCCC2
u	x	CC(CCc1ccccc1)NS(=O)(=O)c1ccc(Cl)c(C(=O)O)c1 (stereo not drawn)
4%	22	CCOCCCNC(=O)CCN1C(=O)c2ccccc2Sc2ncccc21
u	x	COc1cccc(C(=O)OCc2cc(=O)oc3c(C)c(C)ccc23)c1OC

New compounds follow:
S3 lipid droplet	S3 lipid droplet cell count max	molecule
u	x	Cc1ccccc1-c1nc(CS(=O)(=O)CC(=O)NCCc2ccccc2)c(C)o1
u	x	Cc1ccc2nc3c(cc(C(=O)NCC4CCCO4)c(=N)n3CC3CCCO3)c(=O)n2c1 (stereo not drawn)
-3%	5	CC(=O)NNC1=Nc2ccccc2N(C)C(C)C1 (stereo not drawn)
u	x	Cc1cccc(NC(=O)CN(C)C(=O)C2CCCC2)c1C
u	x	COCCn1c(=N)c(C(=O)NCCc2ccc(OC)cc2)cc2c(=O)n3cccc(C)c3nc21
u	x	Cn1c(NC(=O)c2ccccc2)cc(=O)n(C)c1=O
13%	21	CC(NC(=O)C1CCN(S(=O)(=O)c2ccc3c(c2)NC(=O)CO3)CC1)c1ccccc1 (stereo not drawn)
i	6	CSc1cc(C)n(-c2ccc(Cl)cc2)c(=S)c1C(C)=O
u	x	Cc1cccc(OCC(=O)Nc2ccccc2N2CCN(C(=O)C(C)C)CC2)c1C
u	x	COc1cccc(C(=O)NCC(=O)OCC(=O)Nc2ncc(Cl)cc2Cl)c1
